N370S GC: N370S glucocerebrosidase modulation, Gaucher chaperone candidate; 330,000 compounds, 0.092% hits; Potency, µM (doses to about 59.4 µM), for inactives: top-dose activity change, negative = inhibition, hits mostly inhibitors; N370S GC spleen homogenate, 4MU-glucoside fluorescence; P04062; AID 2101;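 note: 0% = full enzyme activity and -100% = no enzyme basal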
FEN1 inhibitor: inhibitors of human flap endonuclease 1. P39748. Recombinant FEN1 flap cleavage, fluorescence, 15 min. Potency, µM (top dose mostly 114 µM), for inactives: at the top dose activity change, negative = inhibition, hits mostly inhibitors. 390,000 compounds, 0.35% hits. AID 588795; note: nearly all actives have a fitted effect of over 65% in size
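In this screen, 50 nM flap DNA substrate was added to 10 nM FEN1 pretreated with compound for 15 min at room temperature; cleavage was followed with reads at 0 and 15 min, and Hill fitting gave concentration–response parameters.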
GCN5L2 inh: inhibitors of human GCN5L2 histone acetyltransferase | AID 504327 | Q92830 | 390,000 compounds, 0.21% hits | Potency, µM (top dose mostly 58.9 µM), without a hit: at the highest dose activity change, negative = inhibition, usual class: inhibitors | GCN5L2 HAT assay, ThioGlo1 CoA-SH fluorescence
Target sequence (Q92830 whole entry, looked up): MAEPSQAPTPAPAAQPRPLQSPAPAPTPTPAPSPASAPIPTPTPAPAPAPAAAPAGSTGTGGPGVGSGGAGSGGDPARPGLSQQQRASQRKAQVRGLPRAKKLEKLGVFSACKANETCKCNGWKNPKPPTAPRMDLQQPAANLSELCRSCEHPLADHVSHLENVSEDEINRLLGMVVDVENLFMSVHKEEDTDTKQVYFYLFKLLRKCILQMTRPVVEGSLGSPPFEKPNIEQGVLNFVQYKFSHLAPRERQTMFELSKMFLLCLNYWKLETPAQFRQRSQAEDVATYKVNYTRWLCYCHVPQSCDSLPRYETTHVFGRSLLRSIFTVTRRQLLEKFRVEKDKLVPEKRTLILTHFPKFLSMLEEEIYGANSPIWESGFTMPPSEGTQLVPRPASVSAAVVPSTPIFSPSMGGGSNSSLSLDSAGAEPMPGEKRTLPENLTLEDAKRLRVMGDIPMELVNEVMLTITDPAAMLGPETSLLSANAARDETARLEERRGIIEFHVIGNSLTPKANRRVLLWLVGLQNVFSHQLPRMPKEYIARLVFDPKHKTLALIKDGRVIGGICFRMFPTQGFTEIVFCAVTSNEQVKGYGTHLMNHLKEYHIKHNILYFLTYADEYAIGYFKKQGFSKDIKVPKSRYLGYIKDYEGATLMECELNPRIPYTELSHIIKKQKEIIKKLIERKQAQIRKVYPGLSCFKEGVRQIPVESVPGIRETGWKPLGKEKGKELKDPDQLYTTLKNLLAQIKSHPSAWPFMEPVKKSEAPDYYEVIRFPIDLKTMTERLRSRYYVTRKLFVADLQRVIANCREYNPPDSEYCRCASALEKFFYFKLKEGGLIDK
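Preincubate 20nM GCN5L2 with compound 15 min, RT → add 50uM ThioGlo1 + 75uM H3(1-25) + 70uM acetyl-CoA → read fluorescence 0 and 20 min. Primary qHTS; fluorescent artifacts likely.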
* marks the source's active call; other numbers are inactive results; ? = inconclusive; . = not tested or not shown; & = joins results of further samples. Calls come from the whole dose curve; as a rule, active = well fitted curve in the direction sought with a large enough effect; inconclusive = small, poorly fitted or top-dose-only effect, or another doubt; inactive = no such curve, though single readings can be large; an effect the other way counts as inactive or inconclusive. Unless noted, % is set by controls: 0 for no effect and ±100 for the full control effect; potency is the fitted concentration of half-maximal effect. A portion of the library; count on the stated rates, not on these rows.

SMILES	N370S GC	FEN1 inhibitor	GCN5L2 inh
O=C(NCCc1ccccc1)C1COc2ccccc2O1 (stereo not given)	-1%	11%	?
O=C(Nc1ccc2nc3n(c(=O)c2c1)CCCCC3)C(=O)N1CCN(c2ccccc2)CC1	1%	-2%	-5%
c1ccc(-c2nc3ccccc3c3nncn23)cc1	4%	8%	-14%
Cc1cc2cc(OCc3ccccc3)ccc2n1C	-6%	5%	-12%
COc1cc(/C=C2\C(=O)NN(c3ccccc3)C2=O)ccc1OCC(N)=O	-2%	.	0%
COc1ccc(N/C=C(\C2OC(=O)c3ccccc32)[N+](=O)[O-])cc1 (stereo not given)	-2%	8%	-2%
CCc1ccccc1OCC(=O)Nc1cccc(S(=O)(=O)NC2=NCCCCC2)c1	.	0%	4%
COc1cc(NC(=O)Cc2noc3ccccc23)cc(OC)c1OC	.	-15%	-4%
NC(=O)C[n+]1cccc(C(=O)Nc2ccccc2)c1	-11%	-15%	-12%
CC(=O)C[C@@H](O)CC(=O)[C@@H]1OC(=O)[C@@H](C)C/C=C\Cc2ccccc21	.	-1%	-4%
COC(=O)c1c(-c2cccs2)csc1NC(=O)c1ccc(Br)cc1	.	?	?
CC(Sc1ccccc1)C(=O)NN=C1CCN(C)CC1 (stereo not given)	0%	6%	-2%
Cc1noc(C)c1NC(=O)N(C)C[C@@H]1Oc2c(NC(=O)c3ccncc3)cccc2C(=O)N([C@H](C)CO)C[C@@H]1C	.	2%	-4%
O=C(/C=C/c1ccc(F)cc1)N1CC[C@@]2(O)CCCC[C@H]2C1	-3%	-2%	1%
N#C/C(=C\c1ccc(OC(F)F)cc1)C(=O)N1CCCCC1	2%	11%	-14%
CC(=O)Nc1ccc(NC(=O)COc2ccc(Cl)cc2Cl)cc1	0%	0%	3%
COc1ccc(C(=O)c2nccc3cc(OC)c(OC)cc23)cc1OC	.	-16%	-1%
CCOCCCNc1c2c(nc3cc(-c4ccc(F)cc4)nn13)CCC2	-3%	-17%	-7%
O=C(CSc1nnc(CNC(=O)c2c(F)cccc2Cl)o1)Nc1cccc(F)c1	.	13%	-1%
COc1ccc(OC)c(Nc2nc(-c3ccc(C)cc3)nc3ccccc23)c1	.	0%	25µM*
O=C(CSC1=N/C(=C/c2ccc(Cl)c(Cl)c2)C(=O)N1c1ccccc1F)NC1CC1	?	1%	-3%
O=C(NCC1CCCO1)C(=O)N/N=C/c1ccc(O)c(Cl)c1 (stereo not given)	0%	-5%	-18%
COC(=O)c1c(N)n(-c2cc(Cl)cc(Cl)c2)c2nc3ccccc3nc12	.	-4%	-4%
Cc1cc(C)n2cc(COc3ccc4ccccc4c3)nc2n1	0%	0%	4%
O=C(c1ccco1)N(Cc1cccnc1)c1nc2ccc(F)cc2s1	.	1%	2%

(more compounds)
SMILES	N370S GC	FEN1 inhibitor	GCN5L2 inh
OCCC1CN(Cc2cc(F)ccc2-n2cccn2)CCN1Cc1ccc(F)cc1 (stereo not given)	-4%	12%	-1%
CN(C)c1ncc2nc(-c3ccc(F)cc3)c(=O)n(CCc3ccccc3)c2n1	4%	.	?
O=C(O)CCN1C(=O)c2ccncc2C1=O	12%	-3%	-2%
CCC(C)c1ccccc1NC(=O)COC(=O)c1ccc2c(c1)S(=O)(=O)c1ccccc1C2=O (stereo not given)	2%	-10%	-9%
O=C(COC(=O)c1nc(Cl)ccc1Cl)Nc1ccc2c(c1)OCO2	14%	1%	-8%
CCN(CC(=O)Nc1c(F)cccc1F)C(=O)CCc1nc2cc(S(=O)(=O)N(C)C)ccc2n1CC	-10%	2%	-3%
CC(C)CNC(=O)c1cccc(Cn2cc(Cl)cn2)c1	20%	-7%	5%
COc1ccc(CC(=O)N/N=C/c2cccnc2)cc1OC	0%	20%	-6%
CCOc1ccc(C(=O)COC(=O)c2ccc(-n3cnnn3)cc2)cc1	4%	20%	-16%
COc1ccc(NC(=O)C2C(=O)N(CCO)C3(C)CC2c2ccccc2O3)cc1 (stereo not given)	3%	-2%	-19%
Cc1ccc2c(CN(C)Cc3ccccc3)cc(=O)oc2c1C	-5%	?	0%
CC1CC(C)CN(S(=O)(=O)N2CCCC(C(=O)NC3CCCCC3C)C2)C1 (stereo not given)	5%	-14%	-9%
CC(=O)NS(=O)(=O)c1ccc(NC(=O)CCc2ccccc2)cc1	12%	-4%	-6%
C[C@@H]1CN([C@H](C)CO)C(=O)Cc2cc(NS(=O)(=O)c3ccc(F)cc3)ccc2O[C@H]1CN(C)Cc1ccc(C(=O)O)cc1	.	0%	-3%
Cc1c(C(C)(C)C)c(C=S)n2ccccc12	18%	13%	0%
CCOc1cc(/C=N/Nc2nc3ccccc3[nH]2)cc(Br)c1OCC(=O)N(C)C	-10%	-4%	-10%
CN1c2ccccc2C(C)(C)C12C=Cc1cc(O)ccc1O2 (stereo not given)	1%	-19%	-4%
CCc1ccc(CN2CCC(n3nccc3NC(=O)C3CCCC3)CC2)cc1	-5%	-4%	?
COc1ccccc1CNC(=O)C1CC(c2ccccc2C(F)(F)F)=NO1 (stereo not given)	4%	-12%	-4%
Cc1ccc(OCC(=O)N2CCCC(CO)(CCOc3ccccc3)C2)cc1 (stereo not given)	-9%	-2%	-5%
COc1ccc(C(=O)N(CCc2ccccc2)Cc2cccs2)c(OC)c1	-11%	-9%	-4%
O=C(Nc1cscc1S(=O)(=O)c1ccc(Cl)cc1)c1ccccc1Cl	11%	-1%	-13%
Cc1cc(Br)c(NC(=O)COC(=O)c2ccc[n+]([O-])c2)c(Br)c1	.	-7%	-3%
COCCN(Cc1nc2ccccc2c(=O)[nH]1)C(=O)COc1c(C)cc(Cl)cc1C	.	19%	-2%
C=CCc1ccc(OCCOCCOc2cccc3ccc(C)nc23)c(OC)c1	2%	-1%	-4%

Records listed so far shown as hits in GCN5L2 inh.
SMILES	N370S GC	FEN1 inhibitor	GCN5L2 inh
COc1ccc(OC)c(Nc2nc(-c3ccc(C)cc3)nc3ccccc23)c1	.	0%	25µM*

New compounds follow:
SMILES	N370S GC	FEN1 inhibitor	GCN5L2 inh
COc1ccc(NC(=O)c2sc3nc(C(F)(F)F)cc(C)c3c2N)cc1OC	.	5%	-19%
CCc1ccc(CNC(=O)c2ccc(CS(=O)(=O)Cc3ccccc3C)o2)cc1	.	-4%	-2%
COc1ccc(-c2ccc(SCC(=O)c3ccccc3)nn2)cc1OC	-5%	5%	-5%
O=S(=O)(Nc1ccc2c(c1)OCCO2)c1ccc(F)c(F)c1	-8%	10%	-1%
COc1ccc(-c2cc(C(F)(F)F)nc(N3CCN(C)CC3)n2)cc1OC	-19%	5%	-9%
O=C1c2ccccc2C(=O)c2c1ccc(C(=O)N1CCCCC1)c2NCCO	?	-14%	-2%
CCCCN(CCCC)C(=O)CSc1nnc2n(C)c(=O)c3c4c(sc3n12)CCCC4	12%	-1%	-1%
Cc1cc(C)cc(OCCNC(=O)C(C)N2C(=O)c3ccccc3C2=O)c1 (stereo not given)	7%	11%	-2%
CCN(CC)S(=O)(=O)N1CCC(C(=O)NCc2ccco2)CC1	4%	3%	-9%
O=C(O)C1CSC(c2ccncc2)N1 (stereo not given)	15%	-4%	0%
Cn1ccc2c(OCC(=O)NCc3ccccc3Cl)cccc2c1=O	.	11%	-14%
CCOC(=O)C1CCCN(C(=O)Cn2nc(C)n3c(cc4c(OC)cccc43)c2=O)C1 (stereo not given)	26%	-3%&8%	-14%&-5%
C[C@H](OC(=O)c1[nH]cnc1C(=O)N1CCN(C(=O)OC(C)(C)C)CC1)c1ccccc1	.	-12%	0%
Cc1nn(C)c(C)c1S(=O)(=O)N(CC(=O)NCc1ccco1)c1ccc(C(C)C)cc1	-6%	.	-2%
O=C(COC(=O)CCC1CCCC1)Nc1ccccc1Br	.	7%	-7%
Cc1cccc(CSc2ncc(Cl)c(C(=O)Nc3sc4c(c3C#N)CCCC4)n2)c1	.	-8%	-7%
N=c1n(CCN2CCCCC2)c2ccccc2n1CC(O)c1cccc(Br)c1 (stereo not given)	-4%	12%	1%
COc1ccc(-c2[nH]ncc2CN2CCCC2c2nonc2C)c(F)c1 (stereo not given)	-2%	4%	12%
Cc1noc(C)c1C(=O)NCc1ccccc1Br	3%	1%	-9%
COc1ccc(/C=N\NC(=O)c2ccc([N+](=O)[O-])cc2)cc1COc1c(F)c(F)cc(F)c1F	-7%	-11%	-3%
Cc1oc2c(C)c3oc(=O)c(CC(=O)N[C@@H](CCCNC(N)=O)C(=O)O)c(C)c3cc2c1C	-7%	-17%	-17%
Cc1ccc(S(=O)(=O)N2CCOC23CCN(C(=O)C(=O)NCc2ccccc2)CC3)cc1	-6%	3%	-8%
CCN(C[C@H]1N[C@@](Cc2ccccc2)(C(=O)OC)[C@H]2C(=O)N(C)C(=O)[C@@H]12)S(=O)(=O)c1ccc(C(C)(C)C)cc1	.	11%	-9%
CCCCC(=O)Nc1nnc(S(=O)(=O)N(CC)c2ccccc2)s1	7%	-10%	-7%
CC1C(=O)Nc2ccc(S(=O)(=O)NCc3ccc(N(C)C)cc3)cc2NC1=O (stereo not given)	.	2%	-9%
Cc1noc(C)c1S(=O)(=O)Nc1ccc(C(=O)N2CCN(c3ccc(F)cc3)CC2)cc1	-3%	-10%	-9%
C=CC[C@@H](CC(=O)N[C@H](CO)Cc1ccccc1)C(=O)NC[C@@H](OC(=O)[C@@H](CC=C)Cc1ccc(F)cc1)c1ccccc1	.	-15%	-2%
CC(C)Cc1ccc(C(=O)NCc2ccc3c(c2)OCO3)o1	0%	11%	4%
CCN1CCN(CCCNC(=O)CCC(=O)N2CCOc3ccccc32)CC1	-6%	15%	10%
COC(=O)C1=C(C)N(CCc2c[nH]c3ccccc23)C(=O)/C1=C\N(C)C	3%	8%	4%

Ordered by length of the SMILES (low to high): some entries from above
SMILES	N370S GC	FEN1 inhibitor	GCN5L2 inh
CCN1CCN(CCCNC(=O)CCC(=O)N2CCOc3ccccc32)CC1	-6%	15%	10%
O=C1c2ccccc2C(=O)c2c1ccc(C(=O)N1CCCCC1)c2NCCO	?	-14%	-2%
Cc1cc(C)cc(OCCNC(=O)C(C)N2C(=O)c3ccccc3C2=O)c1 (stereo not given)	7%	11%	-2%
CCc1ccc(CNC(=O)c2ccc(CS(=O)(=O)Cc3ccccc3C)o2)cc1	.	-4%	-2%
Cc1cccc(CSc2ncc(Cl)c(C(=O)Nc3sc4c(c3C#N)CCCC4)n2)c1	.	-8%	-7%
CCN(C[C@H]1N[C@@](Cc2ccccc2)(C(=O)OC)[C@H]2C(=O)N(C)C(=O)[C@@H]12)S(=O)(=O)c1ccc(C(C)(C)C)cc1	.	11%	-9%

Reprinted at random: four entries already listed.
SMILES	N370S GC	FEN1 inhibitor	GCN5L2 inh
OCCC1CN(Cc2cc(F)ccc2-n2cccn2)CCN1Cc1ccc(F)cc1 (stereo not given)	-4%	12%	-1%
CC1C(=O)Nc2ccc(S(=O)(=O)NCc3ccc(N(C)C)cc3)cc2NC1=O (stereo not given)	.	2%	-9%
O=C(NCCc1ccccc1)C1COc2ccccc2O1 (stereo not given)	-1%	11%	?
Cc1cc2cc(OCc3ccccc3)ccc2n1C	-6%	5%	-12%
